Bioassay records deposited in PubChem by several laboratories.
ERa SRC1 inh = blocks coactivator binding to human estrogen receptor alpha | TR-FRET ER-alpha LBD / SRC-1 peptide, estradiol-bound | 1.7% of 86,000 active | inhibition, % at 25.6 µM | AID 629; in the data active means inhibition above about 50%;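 further: 0% = receptor plus peptide control and 100% = peptide only without receptor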
Mac1 fbg inh = inhibitors of human CD11b/CD18 binding to fibrinogen. AID 1497. inhibition, % at 10 µM. 0.54% of 93,000 active. K562 CD11b/CD18 adhesion to fibrinogen, ATPlite luminescence; Mn2+ added to activate the integrin;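 active means primary inhibition of 50% or more at 10 µM, then 40% or more on retest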; further: some results filed as inactive read as strong as hits
PLK1 inh = blocks human PLK1 kinase activity; P53350; 0.53% of 97,000 active; recombinant PLK1 kinase, TR-FRET peptide phosphorylation; inhibition, % at 10 µM; AID 619;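 active means inhibition of 50% or more in the single-concentration screen; inactive means inhibition below 50%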;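 further: 0% = DMSO max control and 100% = H-89 dihydrochloride min control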
Target sequence (P53350 whole entry, looked up): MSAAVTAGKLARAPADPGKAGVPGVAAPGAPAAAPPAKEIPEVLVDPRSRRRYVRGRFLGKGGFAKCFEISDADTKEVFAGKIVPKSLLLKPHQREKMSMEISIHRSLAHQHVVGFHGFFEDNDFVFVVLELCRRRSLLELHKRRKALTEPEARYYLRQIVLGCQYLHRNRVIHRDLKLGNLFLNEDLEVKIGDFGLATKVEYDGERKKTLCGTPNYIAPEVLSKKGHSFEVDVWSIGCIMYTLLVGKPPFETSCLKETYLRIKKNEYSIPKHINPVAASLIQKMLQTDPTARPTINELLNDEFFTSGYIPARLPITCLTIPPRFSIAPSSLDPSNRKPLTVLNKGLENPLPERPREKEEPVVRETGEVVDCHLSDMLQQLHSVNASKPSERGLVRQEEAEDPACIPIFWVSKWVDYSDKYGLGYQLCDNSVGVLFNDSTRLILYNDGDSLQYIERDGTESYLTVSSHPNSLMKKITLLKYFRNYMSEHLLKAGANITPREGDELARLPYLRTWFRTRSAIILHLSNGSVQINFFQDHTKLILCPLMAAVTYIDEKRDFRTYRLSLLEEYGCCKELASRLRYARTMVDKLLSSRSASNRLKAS
Plk1 PBD FP = inhibitors of human Plk1 polo box domain binding; P53350; Plk1 PBD phosphopeptide binding, fluorescence polarization; inhibition, %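 (tested at about 20 µM)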; 0.13% of 97,000 active; in the data active means inhibition above about 34%, passing the limit was not always enough
Mac1 fbg enh = CD11b/CD18-fibrinogen binding enhancement; AID 1499; P05107+P11215; 0.07% of 93,000 active; K562 CD11b/CD18 adhesion to fibrinogen, ATPlite luminescence; activation, % at 10 µM;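 active means 10 µM primary screen giving 50% or more activity, confirmed by 40% or more on retest at that dose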; further: strong numbers were not always called active
Rev-RRE block = inhibitors of HIV-1 Rev-RRE RNA interaction; Rev peptide-RRE RNA binding, FRET; inhibition, % at 8 µM; 0.79% of 97,000 active;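 active means inhibition above the screen-wide mean plus 3 SD, cut at about 35% in these data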;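 further: 0% = median DMSO wells and 100% = median Neomycin B control wells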
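Test system: Cy5-tagged RRE RNA duplex with fluorescein-tagged Rev peptide | Read-out: % inhibition of FRET ratio versus controls | Probe or stimulus: Labelled Rev peptide | Incubation: 5 min RNA-compound premix plus 15 min binding step, 25 °C | Technique: FRET fluorescence readout | Benchmarks: DMSO low control, neomycin B high control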
ERa SRC1 pot = enhances coactivator binding to human estrogen receptor alpha; P03372; TR-FRET ERalpha-LBD/SRC-Cy5 coactivator binding, 2 h; 100 = basal binding, no effect; coactivator binding (% of control), % at 25.6 µM; 1.3% of 86,000 active; AID 639; in the data active means activity above about 200%;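 further: binding measured in presence of low estradiol as agonist stimulus; 0% = peptide alone without receptor and 100% = receptor with peptide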
FAK inh = blocks human focal adhesion kinase activity; biochemical FAK kinase activity assay; inhibition, %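 (tested at 7 µM)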; Q05397; AID 727; 0.84% of 97,000 active; in the data active means inhibition above about 19%;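 further: 0% = DMSO and 100% = reference compound high control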
ERb coact inh = ER-beta (human) coactivator binding inhibition; Q92731; TR-FRET ER-beta LBD / SRC1-Cy5 peptide binding; receptor agonist-loaded with 1 µM estradiol; inhibition, % at 25.6 µM; 1.3% of 86,000 active; AID 633;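 active means compounds whose percent inhibition of the receptor-coactivator binding signal exceeds about 50% in the single-dose screen, limit read from the data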;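 further: 0% = receptor plus peptide wells without compound and 100% = peptide-only wells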
Target sequence (Q92731 whole entry, looked up, the tested form may be a part): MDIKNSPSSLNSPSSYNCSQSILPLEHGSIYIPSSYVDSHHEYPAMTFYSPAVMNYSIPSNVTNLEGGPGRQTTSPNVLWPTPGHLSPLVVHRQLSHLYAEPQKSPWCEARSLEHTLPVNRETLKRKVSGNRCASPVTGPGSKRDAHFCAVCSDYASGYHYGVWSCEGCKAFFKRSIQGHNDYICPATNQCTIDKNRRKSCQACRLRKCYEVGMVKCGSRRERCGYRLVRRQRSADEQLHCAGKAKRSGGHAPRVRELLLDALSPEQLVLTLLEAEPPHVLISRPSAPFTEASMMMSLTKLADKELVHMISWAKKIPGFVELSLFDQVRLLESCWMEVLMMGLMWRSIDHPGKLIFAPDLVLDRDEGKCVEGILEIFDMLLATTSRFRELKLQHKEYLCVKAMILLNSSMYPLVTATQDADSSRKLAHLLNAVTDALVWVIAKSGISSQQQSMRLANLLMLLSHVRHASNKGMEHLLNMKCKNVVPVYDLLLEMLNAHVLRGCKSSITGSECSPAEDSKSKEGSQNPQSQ
* marks the source's active call; other numbers are inactive results; nt = no result given; [ ] = another dose, or the depositor's remark.

SMILES	ERa SRC1 inh	Mac1 fbg inh	PLK1 inh	Plk1 PBD FP	Mac1 fbg enh	Rev-RRE block	ERa SRC1 pot	FAK inh	ERb coact inh
O=C(CCC1N=C2c3ccccc3N=C(SCc3ccccc3Cl)N2C1=O)NCc1ccco1 (stereo not drawn)	6	-3	-6	-8	0	1	135	0	-2
O=S(=O)(NC1CCCC1)c1ccc(S(=O)(=O)N2CCN(c3ccccc3)CC2)cc1	-5	-1	3	-9	-4	10	101	1	-5
CC(C)(C)c1nnc2sc(SCC(=O)c3ccccc3)nn2c1=O	-2	-10	-1	8	-1	7	100	-2	20
CCCc1nn(-c2ccccc2)c2c1C(c1cccs1)C(C#N)=C(N)O2 (stereo not drawn)	-7	nt	-6	-33	nt	8	113	-1	1
NC(=O)CSc1nc2ccccc2c(=O)n1Cc1ccco1	10	nt	1	-12	nt	3	92	2	11
Cc1ccccc1N=C1NC(=O)CS1	2[fluorescence artefact?]	-6	-2	8	-1	4	117	-4	4[fluorescence artefact?]
CCCS(=O)(=O)N1CCC(C(=O)NCCN(C)Cc2ccccc2)CC1	-9	nt	7	-14	nt	1	105	-6	2
CCc1nnc(NC(=O)CN2CCN(c3ccc(Cl)cc3)CC2)s1	-23	nt	-13	9	nt	5	114	2	-16
COC(=O)c1c(NC(=O)C2CCC2)sc(C(=O)N(C)C)c1C	9	-45	-13	0	2	0	96	0	15[fluorescence artefact?]
O=S(=O)(NC1CCCCC1)c1ccc(S(=O)(=O)N2CCN3CCCC3C2)cc1 (stereo not drawn)	-8	-4	-10	-16	-3	5	104	2	-7
Clc1cccc(Cl)c1/C=N\Nc1nccs1	nt	nt	-4	-8	nt	-3	nt	9	nt
Cc1ccc(CN2CCNC2=O)cc1	1	-17	-14	-14	2	2	108	-6	17
CCn1nnnc1SCC(=O)Nc1cc(OC)cc(OC)c1	-19	0	-4	-23	-8	3	106	5	-20
COc1ccc(N2C(=O)C3CCCN3C2=O)cc1 (stereo not drawn)	4[fluorescence artefact?]	-16	-11	4	-3	2	103	0	3[fluorescence artefact?]
O=C(CCCCCN1C(=O)c2ccccc2C1=O)Nc1ccc(F)cc1	-4[fluorescence artefact?]	nt	-9	-5	nt	1	90	0	-2
Cc1ccccc1N(CC(=O)NCc1ccc2c(c1)OCO2)C(=O)CCC(=O)Nc1ccccn1	8	-12	7	19	3	1	81	-3	5
Cc1cccc(-c2nc(CSCC(=O)NCCCN3CCOCC3)c(C)o2)c1	-4	nt	-2	-14	nt	-1	122[fluorescence artefact?]	4	-3
Cc1cc(C(=O)NC2CCCc3ccccc32)no1 (stereo not drawn)	8	-12	nt	nt	-8	nt	117	nt	5
Nc1nc(Nc2cccc(F)c2)nc2ccccc12	7	8	nt	nt	-5	nt	89	nt	-3
CCCCOC(=O)Nc1sc2nc(C)cc(C)c2c1-n1cccc1	nt	4	-2	14	1	7	nt	-1	nt
c1ccc(-c2noc(-c3ccc4ccccc4c3)n2)nc1	3	47	nt	nt	-4	nt	113	nt	-3
COc1ccc(/C(O)=C2/C(=O)C(=O)N(CCN3CCOCC3)C2c2ccccn2)cc1OC (stereo not drawn)	-3	nt	-9	-16	nt	7	108	-1	4
COc1ccc(/C=N/Nc2nccnc2Cl)cc1	-7	-18	-16	0	-1	5	102	-1	3
COc1ccc(/C(C)=N/NC(=O)c2ccc(N(C)C)cc2)cc1	nt	-10	-9	5	-3	0	nt	-6	nt
O=C(Nc1nc(-c2cc3ccccc3oc2=O)cs1)c1ccc(Br)o1	38[fluorescence artefact?]	21	-31	-4	15	5	224*[fluorescence artefact?]	14	27[fluorescence artefact?]
CCN(CC)S(=O)(=O)c1ccc2c(c1)nc(CCC(=O)OCC(=O)N1CCc3ccccc31)n2C	nt	nt	-8	7	nt	6	nt	1	nt
O=C(CCC(=O)OCCCC(F)(F)C(F)(F)F)Nc1ccc(Cl)cc1Cl	-9	-5	-7	12	8	12	101	-1	-9
O=C1c2ccccc2C(=O)N1c1ccccc1S(=O)C(F)(F)F (stereo not drawn)	2	4	-3	-19	0	5	99	-1	-17
O=C(c1cccc(Br)c1)N1CCN(C(=O)N2CCOCC2)CC1	-23	nt	-9	-8	nt	9	103	2	-17
COc1cc(C2C(C#N)=C(N)Oc3n[nH]c(C)c32)ccc1OC(=O)c1ccccc1 (stereo not drawn)	nt	-14	-3	-9	2	5	nt	0	nt
Cc1ccc(C)c(-n2c(Cc3cc(=O)[nH]c(=O)[nH]3)nnc2SC(C)C)c1	-4	-12	3	0	10	-3	108	-4	-11
Cc1ccc(NC(=O)O/N=C2\CCCCC2c2ccc([N+](=O)[O-])cc2[N+](=O)[O-])cc1 (stereo not drawn)	nt	nt	-7	-20	nt	7	nt	3	nt
O=C(NC1CCS(=O)(=O)C1)C1CCCCN1S(=O)(=O)c1ccc(Cl)cc1 (stereo not drawn)	-3	4	-3	-25	-1	5	116	-5	0
COc1cc(OC)cc(OCC(O)Cn2ccnc2C)c1 (stereo not drawn)	-10	-3	1	-2	-2	8	105	0	-7
N#Cc1c(-c2ccccc2)cc(-c2ccco2)c(C#N)c1N	80*	1	-6	3	80	37*	98[fluorescence artefact?]	3	57*
COc1cc(C2N3CC4(C)CN2CC(C)(C3)C4)ccc1O (stereo not drawn)	-5	-29	-10	-3	-4	5	111	1	-7
CCCC(=O)NC(=S)Nc1ccccc1F	nt	nt	-1	9	nt	5	nt	0	nt
CN(C)CC1CCCCC1C1(O)c2ccccc2CSc2sccc21 (stereo not drawn)	-1	nt	-7	-3	nt	-3	90	-2	-6[fluorescence artefact?]
CCOC(=O)N1CCN(C(=O)CSCc2nc(-c3ccccc3F)oc2C)CC1	-3	nt	-12	-6	nt	-5	120	-7	0
COc1ccc(-n2c(Cn3c(=O)sc4ccccc43)nnc2SCC(N)=O)cc1	-2	7	2	30	-2	8	104	-4	7
CCN(CC)S(=O)(=O)c1cccc(-c2nnc(SCC#N)n2Cc2ccccc2)c1	2	4	nt	nt	-5	nt	97	nt	2
Cc1ccc(S(=O)(=O)C(C#N)c2nc3ccccc3nc2N2CCCCC2)cc1 (stereo not drawn)	4	27	nt	nt	-4	nt	60	nt	3
CN(Cc1ccccc1)S(=O)(=O)c1ccc2c(c1)OCCO2	4	4	-6	10	-5	3	99	0	3
O=C(CSc1nnc(-c2cccs2)o1)N1CCCCC1	0	7	-12	-14	-2	8	107	-3	-6
CCOC(=O)C(C)(C)Sc1ncnc2nc[nH]c12	13	nt	1	-1	nt	7	88	1	2
Cc1cccc(N(CC(=O)NCc2ccc3c(c2)OCO3)C(=O)CCC(=O)Nc2ccccn2)c1C	-3	-6	-11	11	-5	6	127	-1	3
O=C1NN(c2ccccc2)C(=O)/C1=C\c1cccc(OC(=O)c2cccs2)c1	37	-7	-16	-8	4	4	117	-4	9
CCCCn1c(SCC(=O)N2CC(=O)Nc3ccccc32)nnc1-c1ccoc1C	-1	-31	-5	-11	1	0	99	3	-6
CCOC(=O)Cc1cc(=O)n2[nH]c(C)c(-c3ccccc3)c2n1	10	nt	-1	-2	nt	1	85	-4	18
CCOC(=O)N1CCC(N2Cc3cccc(C(=O)O)c3C2=O)CC1	0	-1	nt	nt	-2	nt	105	nt	-4[fluorescence artefact?]
Later entries.
SMILES	ERa SRC1 inh	Mac1 fbg inh	PLK1 inh	Plk1 PBD FP	Mac1 fbg enh	Rev-RRE block	ERa SRC1 pot	FAK inh	ERb coact inh
COc1ccc(NC(=O)CN2CCN(c3ccccc3F)CC2)cc1	2[fluorescence artefact?]	-4	-11	-8	-2	-2	117	3	-5
CCOC(=O)C1=C(CSc2nc(-c3ccccc3)ccc2C#N)OC(N)=C(C#N)C1c1ccccc1 (stereo not drawn)	3	22	-7	-9	7	27	127	1	-7
CCn1c(SCC(=O)Nc2nc3c(s2)CCCC3)nc2c1c(=O)n(C)c(=O)n2C	9	-11	nt	nt	3	nt	77	nt	2
COc1ccc(NC(=O)C2(N(CC(C)C)C(=O)Cn3nnnc3N)CCCCC2)cc1	-4	-5	nt	nt	-1	nt	121	nt	-7
Cc1c(=O)n(OCc2c(F)cccc2F)c2ccccc2[n+]1[O-]	nt	nt	-20	16	nt	2	nt	-1	nt
O=CNc1ccc(S(=O)(=O)NCc2ccccc2)cc1	-4[fluorescence artefact?]	-31	-10	-24	-1	3	104	-1	-6[fluorescence artefact?]
CCOC(=O)C1=C(C)NC(=O)NC1c1ccoc1 (stereo not drawn)	nt	nt	-8	1	nt	5	nt	3	nt
COC(=O)c1ccccc1-c1ccc(/C=C2\C(=O)N(c3ccccc3)N=C2c2ccccc2)o1	nt	nt	-2	0	nt	5	nt	1	nt
CCOC(=O)C(=O)Nc1nnc(CCc2ccccc2)s1	-34	nt	-12	15	nt	3	116	0	-14[fluorescence artefact?]
CCCCNc1ncnc2c1cnn2-c1ccccc1	5	15	20	3	5	-1	111	4	6

One compound at a time, from the list above. Order of values: ERa SRC1 inh	Mac1 fbg inh	PLK1 inh	Plk1 PBD FP	Mac1 fbg enh	Rev-RRE block	ERa SRC1 pot	FAK inh	ERb coact inh
Record of Cc1c(=O)n(OCc2c(F)cccc2F)c2ccccc2[n+]1[O-] → nt	nt	-20	16	nt	2	nt	-1	nt
Record of COc1ccc(NC(=O)C2(N(CC(C)C)C(=O)Cn3nnnc3N)CCCCC2)cc1 → -4	-5	nt	nt	-1	nt	121	nt	-7
Record of CCOC(=O)C1=C(C)NC(=O)NC1c1ccoc1 (stereo not drawn) → nt	nt	-8	1	nt	5	nt	3	nt
Record of COc1ccc(NC(=O)CN2CCN(c3ccccc3F)CC2)cc1 → 2[fluorescence artefact?]	-4	-11	-8	-2	-2	117	3	-5

Remaining list, next part
SMILES	ERa SRC1 inh	Mac1 fbg inh	PLK1 inh	Plk1 PBD FP	Mac1 fbg enh	Rev-RRE block	ERa SRC1 pot	FAK inh	ERb coact inh
O=C(Cn1cnc2c(nnn2Cc2ccccc2F)c1=O)NCc1ccco1	-9	nt	-4	1	nt	1	96	1	-8
Cc1ccc2nc(NC3=NCN(C4CCCCC4)CN3)nc(C)c2c1	-2	0	nt	nt	0	nt	114	nt	-3
CN(C(=O)C12CC3CC(CC(C3)C1)C2)C1(C)CCS(=O)(=O)C1 (stereo not drawn)	-6	-9	-9	-3	-6	1	120[fluorescence artefact?]	1	1
CC(C)CNS(=O)(=O)c1ccc(CCC(=O)Nc2ccc3c(c2)OCO3)cc1	-10	-3	-10	-15	1	3	106[fluorescence artefact?]	0	4
CCOc1ccc(NC(=O)CCN2CCN(S(=O)(=O)c3ccc(OC)cc3)CC2)cc1	-10	-2	1	21	0	15	102	2	-6
FC(F)Oc1ccccc1NC(=S)NCc1ccco1	-71	nt	-6	-1	nt	6	107	-1	-12
Cc1cnc(NC(=O)CSc2nnc(C)s2)s1	-6	-2	-5	-2	-5	9	89	-2	-8
O=C(CCS(=O)(=O)Cc1ccccc1F)NCCCN1CCCCC1	6	24	2	-6	3	10	115	-2	8[fluorescence artefact?]
CCOc1ccc(NC(=O)Nc2ccc3c(c2)N(C)C(=O)CS3)cc1	-3[fluorescence artefact?]	13	nt	nt	3	nt	71	nt	0[fluorescence artefact?]
C=CCc1cccc(/C=N/c2ncn[nH]2)c1O	2	-13	-9	-4	-1	8	105[fluorescence artefact?]	-4	-2[fluorescence artefact?]
CCOC(=O)CCn1nnc(N)n1	6[fluorescence artefact?]	-28	nt	nt	0	nt	114	nt	2[fluorescence artefact?]
CC(=O)Nc1ccc2c(c1)nc(CN1CCCC1)n2C	9	6	0	4	0	-2	96	0	-6
COC(=O)c1cncc(O)c1	1	2	-12	14	5	4	90	-2	-4
CC(=O)Nc1cccc2c1C(=O)N(c1cccc(C)c1)C2=O	-16	nt	-8	-3	nt	2	106	2	-11
O=C(CN1CCOCC1)Nc1ccc(S(=O)(=O)N2CCCCCC2)cc1	-7	-11	5	22	-2	2	196	7	-7
